Bcl-B displacement – displacers of TR3 peptide from Bcl-B, primary screen, selectivity assay for Bfl-1 inhibitor project, biochemical, fluorescence polarization. FP displacement of FITC-TR3 peptide from Bcl-B; higher % means a stronger effect. one-dose displacement, % at 20 µM; IC50 in µM for titrated hits. 96,000 tested, 0.11% active;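 active = displacement above 50% at 20 µM plus a fluorescence interference ratio under 1.5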;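 note: plate controls were wells without compound for no effect and wells lacking Bcl-B protein for full effect; a part of the inactive calls stands beside numbers as strong as those of hits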
NFkB transloc pot – enhances IL-1B driven NFkB nuclear translocation | HUVEC IL-1B NFkB p65 nuclear translocation imaging | activation, % at 2 µM | 94,000 tested, 0.3% active;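 active = activation above 40%, about the mean plus 3 SD, also judged a hit on visual image review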;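 note: percent activation is computed from the nuclear over cytoplasmic p65 intensity ratio; values of inactives mirror those of a sister screen read the other way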
MRP reversal – reverses drug resistance mediated by MRP | 85,000 tested, 0.04% active | differential viability (reversal), % at 10 µM | H69AR cells + 2 uM doxorubicin, CellTiter-Glo, 72 h | AID 602;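 active = viability drop by adding the cancer drug above about 55%, with treated viability meeting a 40% cutoff, limit read from the data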;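 note: viability without doxorubicin minus viability with 2 µM doxorubicin for each compound; larger differential means the compound sensitizes cells more to doxorubicin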
PLAP inhibition – PLAP enzyme inhibitors, biochemical, luminescence, HTS (AID 690); purified PLAP, luminescent substrate; higher % means a stronger effect; inhibition, % at 20 µM, or IC50 in µM where a hit was titrated; 96,000 tested, 0.08% active; in the data active = a potency from the dose series; inactive = the rest, 99 in 100 with inhibition below about 30%; note: strong numbers were not always called active
IL1B NFkB inh – blocks IL-1B driven NFkB nuclear translocation in HUVEC cells. HUVEC IL-1B NFkB p65 nuclear translocation imaging. inhibition, % at 2 µM. 94,000 tested, 0.43% active. AID 796;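 active = inhibition above about 30% together with a positive call from visual inspection of the well image, limit read from the data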;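 note: nuclear over cytoplasmic p65 intensity ratio measured by imaging; 0% = IL-1B stimulated DMSO wells and 100% = unstimulated DMSO wells; values of inactives mirror those of a sister screen read the other way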
MRP reversal cytotoxicity – second read-out of MRP reversal, no call of its own (marks repeat the call); viability, %; H69AR cells, CellTiter-Glo, 72 h; measured here: cytotoxicity without doxorubicin
MRP reversal with doxorubicin – also measured in MRP reversal; calls as there; viability, %; measured here: viability with 2 uM doxorubicin; stronger effect = lower value
IL1B NFkB inh cell count 2 µM – recorded beside IL1B NFkB inh, whose call it bears; cell count; measured here: cells passing quality filter;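 raw number of nuclei counted in each imaged well without normalization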
NFkB transloc pot cell count 2 µM – further read-out of NFkB transloc pot, marked with its call; cell count; measured here: cells passing quality filter
* marks the source's active call; other numbers are inactive results; . = no result given. Only part of the results is shown, so the mix of outcomes need not match the whole.

SMILES	Bcl-B displacement	NFkB transloc pot	NFkB transloc pot cell count 2 µM	MRP reversal	MRP reversal cytotoxicity	MRP reversal with doxorubicin	PLAP inhibition	IL1B NFkB inh	IL1B NFkB inh cell count 2 µM
Cn1c(=O)c2c(nc(SC3C(=O)CC(C)(C)CC3=O)n2C)n(C)c1=O	-4%	.	.	6	101	95	-6%	.	.
COCCn1nnnc1C(c1ccc(OC)cc1OC)N1CCN(c2ccccc2F)CC1 (stereo not drawn)	-9%	2	184	26	98	72	-38%	-2	184
Cc1cc(=O)oc2cc(OCC(=O)Nc3nnc(C(C)C)s3)ccc12	-11%	2	156	27	111	83	-1%	-2	156
CCOC(=O)c1[nH]c2cc(OC)c(OC)cc2c1NC(=O)c1nonc1C	-3%	-3	98	20	77	56	15%	3	98
CCc1nnc(NC(=O)Cn2nc(-c3ccc(OC)c(OC)c3)ccc2=O)s1	-8%	17	192	0	89	89	4%	-17	192
Cc1ccc(-n2nc3c(c2NC(=O)CCC2CCCCC2)CS(=O)C3)cc1 (stereo not drawn)	1%	19	184	-3	90	93	-52%	-19	184
CC(=O)c1c(C)[nH]c(C(=O)NCc2cccs2)c1C	-8%	-3	102	8	87	79	-4%	3	102
Cc1cc(Cl)c(S(N)(=O)=O)cc1OCC(N)=O	-1%	11	154	12	100	88	8%	-11	154
O=C(c1ccccc1)N1CCN(C(=O)C23CC4CC(CC(C4)C2)C3)CC1	10%	-2	117	10	100	89	-20%	2	117
c1ccc(Cn2nnnc2CN2CCOCC2)cc1	0%	-1	162	-2	95	97	-3%	1	162
Cc1c(Br)c(C(F)(F)F)nn1CC(=O)NCCN1CCOCC1	1%	-2	120	-6	96	102	-55%	2	120
COc1ccc(N2Cc3cccc(C(=O)N4CCOCC4)c3C2=O)cc1	5%	-5	212	7	84	77	20%	6	212
Cc1ccc(S(=O)(=O)N(C)C2(C)CCS(=O)(=O)C2)cc1 (stereo not drawn)	-3%	19	76	8	109	101	21%	-19	76
COCCNC(=O)CN(c1cc(C(F)(F)F)ccc1Cl)S(C)(=O)=O	0%	9	197	-8	100	108	-1%	-9	197
Cn1c2c(c(=O)n(C)c1=O)CN(CC1CCCO1)CN2 (stereo not drawn)	9%	-7	106	-4	100	104	0%	7	106
Clc1ccc(SCc2cc(-c3ccccc3)no2)cc1	-2%	3	170	.	.	.	21%	-2	170
COC(=O)c1c(-c2ccc3ccccc3c2)csc1NC(=O)Cc1ccc(OC)c(OC)c1	-43%	10	157	.	.	.	-31%	-10	157
Cc1nn(Cc2ccc(Cl)cc2)c(C)c1NC(=O)Cn1nc([N+](=O)[O-])c(Cl)c1C	11%	5	133	.	.	.	4%	-5	133
Cc1cc(C(=O)N2CCN(c3ncccn3)CC2)c(C)o1	0%	18	121	-14	86	100	0%	-18	121
COc1ccccc1C(=O)Nc1c2c(nn1-c1cccc(C)c1C)CS(=O)(=O)C2	-12%	3	169	8	94	86	7%	-3	169
COC(=O)CCP(=O)(O)Cc1ccccc1CP(=O)(O)CCC(=O)OC	-4%	5	92	6	93	87	10%	-5	92
COc1cccc(-c2nn(-c3ccccc3)cc2C(=O)Nc2nccs2)c1	-4%	0	142	-15	36	50	-31%	0	142
CC1CN(S(=O)(=O)c2cccc(C(=O)NCCCn3ccnc3)c2)CC(C)O1 (stereo not drawn)	-7%	10	141	-4	85	89	16%	-10	141
Cn1cnnc1SCC(=O)c1ccc2c(c1)OCCO2	7%	6	92	-3	88	91	6%	-6	92
COC(=O)c1cccc(NS(=O)(=O)c2cccs2)c1C	-4%	-15	93	-4	105	110	4%	15	93
Cc1nn(Cc2ccc(C(=O)NC(C)(C)C)o2)c(C)c1Br	-10%	6	185	-9	93	102	-30%	-6	185
CCn1c(SCC(=O)Nc2cccc(F)c2)nnc1-c1cc2cc(Br)ccc2o1	5%	4	148	-20	35	54	26%	-4	148
Cn1nccc1C(=O)N1CCc2ccccc21	.	0	149	-3	84	86	.	0	149
N#Cc1nc(COc2ccccc2Cl)oc1NCc1ccco1	-3%	-5	136	17	91	74	-5%	5	136
NC(=O)c1ccsc1NC(=O)COC(=O)c1ccccc1NCc1ccco1	-22%	1	97	-4	85	89	1%	-1	97
CCC(C(=O)N1CC2(C)CC1CC(C)(C)C2)N1C(=O)c2ccccc2C1=O (stereo not drawn)	-17%	-10	135	-4	102	106	-17%	10	135
O=C(NCc1ccc(Cl)cc1)C1C2C=CC3(CN(Cc4cccnc4)C(=O)C13)O2 (stereo not drawn)	-13%	4	200	10	101	91	6%	-4	200
CC1CCN(c2cc(C#N)c(C#N)cc2[N+](=O)[O-])CC1	-12%	11	196	.	.	.	-1%	-11	196
CCOC(=O)Nc1ccc2c(c1)N(C(=O)CCN(C)C)c1ccccc1S2	-6%	-6	119	.	.	.	-25%	6	119
Cc1ccc(OCC(=O)Nc2ccc(S(=O)(=O)N3CCN(C)CC3)cc2)cc1	.	-2	125	21	99	78	.	2	125
COc1ccc(NC(=O)NCCCN2CCN(c3cc(C)ccc3C)CC2)cc1	1%	.	.	-4	61	66	-104%	.	.
Cc1ccc(S(=O)(=O)NC(=O)c2cc(C)n(CCCn3ccnc3)c2C)cc1	.	.	.	3	95	92	-55%	.	.
C/C(=N/Oc1nc(C)cc(C)n1)c1ccc(Cl)cc1Cl	-22%	4	195	8	98	90	-8%	-4	195
O=C(CN(C(=O)CSc1nnc(COc2ccccc2)o1)c1ccc(F)cc1)NC1CCCCC1	0%	9	91	.	.	.	13%	-9	91
CCN(CC)C(=O)CN1C(=O)COCC1=O	-10%	-5	97	13	108	95	18%	5	97

Another view of part of the listing above.
| Molecule | Bcl-B displacement | NFkB transloc pot | NFkB transloc pot cell count 2 µM | MRP reversal | MRP reversal cytotoxicity | MRP reversal with doxorubicin | PLAP inhibition | IL1B NFkB inh | IL1B NFkB inh cell count 2 µM |
| --- | --- | --- | --- | --- | --- | --- | --- | --- | --- |
| Cc1ccc(S(=O)(=O)NC(=O)c2cc(C)n(CCCn3ccnc3)c2C)cc1 | . | . | . | 3 | 95 | 92 | -55% | . | . |
| C/C(=N/Oc1nc(C)cc(C)n1)c1ccc(Cl)cc1Cl | -22% | 4 | 195 | 8 | 98 | 90 | -8% | -4 | 195 |
| O=C(CN(C(=O)CSc1nnc(COc2ccccc2)o1)c1ccc(F)cc1)NC1CCCCC1 | 0% | 9 | 91 | . | . | . | 13% | -9 | 91 |
| CCN(CC)C(=O)CN1C(=O)COCC1=O | -10% | -5 | 97 | 13 | 108 | 95 | 18% | 5 | 97 |

(list continues)
SMILES	Bcl-B displacement	NFkB transloc pot	NFkB transloc pot cell count 2 µM	MRP reversal	MRP reversal cytotoxicity	MRP reversal with doxorubicin	PLAP inhibition	IL1B NFkB inh	IL1B NFkB inh cell count 2 µM
CCn1c(SCC(=O)NC)nnc1C(C)C	.	14	165	-6	96	102	.	-14	165
N#Cc1nc(Cc2ccccc2)oc1NCc1ccccc1Cl	-3%	7	162	4	89	85	-11%	-7	162
CC(C)c1ccccc1OCCNS(C)(=O)=O	-4%	2	170	-5	83	88	-7%	-2	170
O=C(CCc1nc(-c2ccccc2)no1)NC1CCCCC1	-1%	-1	101	5	96	91	-8%	1	101
C=CCN1C(=O)C2(C(C#N)=C(N)Oc3n[nH]c(CCC)c32)c2ccccc21 (stereo not drawn)	-9%	-4	149	10	89	79	2%	4	149
O=S(=O)(Nc1cccc(-c2nc3cccnc3s2)c1)c1ccc2c(c1)OCCO2	0%	2	160	-12	80	92	-22%	-2	160
CCNC(=O)c1ccc2c(c1)S(=O)(=O)c1ccccc1C2=O	7%	4	145	11	96	85	0%	-4	145
Cc1[nH]c2ccccc2c1C(=O)Cn1c(=O)oc2ccccc21	-8%	17	150	.	.	.	25%	-17	150
CCOC(=O)C(C(=O)N1CCOCC1)C1CCCCC1 (stereo not drawn)	-5%	-1	141	12	95	83	-12%	1	141
COC(=O)c1cc(C#N)c(Oc2ccc(F)cc2)nc1C	-6%	4	183	.	.	.	8%	-4	183
O=C(O)CCN1C(=O)CC2(CCCCC2)C1=O	-9%	6	133	.	.	.	-8%	-6	133
CC1(C)Cc2c(sc3nc(NCCN4CCOCC4)n4ncnc4c23)CO1	-2%	-2	113	-15	52	67	-22%	2	113
Cc1ccccc1Nc1nc(-c2sc(NC(=O)c3ccccc3)nc2C)cs1	-14%	-11	81	.	.	.	-11%	11	81
O=[N+]([O-])c1ccc(N2CCN(S(=O)(=O)c3ccccc3)CC2)cc1NCc1cccnc1	7%	8	81	.	.	.	16%	-8	81
COc1ccc(C(C)NC(=O)C2C(=O)NC3(C)CC2c2ccccc2O3)cc1 (stereo not drawn)	6%	8	145	11	92	81	4%	-8	145
COc1ccc(C2C3=C(OC(C)=O)c4ccccc4C3=Nc3c2c(=O)n(C)c(=O)n3C)cc1 (stereo not drawn)	-2%	.	.	.	.	.	-1%	.	.
Cc1cc(C)n(Cc2ccc(C(=O)O)cc2)n1	-13%	-3	188	1	101	101	12%	3	188
Cc1cc2cc(CCNS(C)(=O)=O)c(=O)[nH]c2cc1C	0%	-7	69	5	90	85	-1%	7	69
Cc1nn(C)c(C)c1NC(=O)CSc1nnc(C)n1-c1ccccc1	-10%	.	.	4	85	81	-3%	.	.
CCOc1ccccc1C(=O)N(CN1CCCC1=O)c1ccc(C)c(Cl)c1	4%	-5	166	13	99	86	-31%	5	166
Cn1c(-c2c(N)n(CCCc3ccccc3)c3nc4ccccc4nc23)nc2ccccc21	-87%	-10	121	-22	23	45	-46%	10	121
CCOC(=O)N1CCN(C(=O)c2ccccc2NC(=O)COc2ccccc2C)CC1	13%	14	184	10	86	76	-16%	-14	184
Cc1cc(C)cc(N(CC(=O)N2CCc3ccccc32)S(=O)(=O)c2c(C)noc2C)c1	4%	0	205	21	89	67	14%	0	205
CC(=O)C1C(c2ccc(Cl)cc2)NC(=O)NC1(O)C(F)(F)F (stereo not drawn)	0%	17	66	.	.	.	7%	-18	66
COc1ccc(Cc2nnc(NC(=O)c3ccc(Cl)c([N+](=O)[O-])c3)s2)cc1	-1%	11	172	.	.	.	-14%	-11	172
COC(=O)c1cccc(S(=O)(=O)N(Cc2ccco2)Cc2cc3ccc(OC)cc3[nH]c2=O)c1	-7%	-11	95	-19	64	83	-22%	11	95
CCc1cc2c(NCC(=O)O)ncnc2s1	2%	16	188	-2	107	109	-8%	-16	188
Cc1ccc(-c2nn(CC(=O)Nc3cccnc3)c(=O)c3ccccc23)cc1	-14%	13	180	24	95	71	-85%	-13	180
Cc1nnc(SCC(=O)Nc2nccs2)[nH]c1=O	-4%	.	.	8	92	84	6%	.	.
Cn1c(=O)n(C)c2cc(S(=O)(=O)O)ccc21	-8%	-7	165	.	.	.	9%	7	165
Cc1nc(SCC(=O)c2ccccc2)c(C#N)c(-c2ccco2)c1C(=O)NCc1ccco1	-4%	.	.	6	71	65	-39%	.	.
CS(=O)(=O)N(CC(=O)N1CCN(c2ccccc2)CC1)c1cc(C(F)(F)F)ccc1Cl	0%	0	73	3	86	83	-65%	0	73
COc1ccc2oc(=O)c(-c3nnc(NCc4ccco4)s3)cc2c1	-38%	-6	72	0	3	2	12%	6	72
O=C(CSc1nc(-c2ccco2)cc(C(F)(F)F)n1)N1CCSCC1	.	-7	100	.	.	.	.	7	100
Clc1cccc(N2CCN(Cc3nc(-c4ccccc4)no3)CC2)c1	0%	-1	41	12	102	91	-5%	1	41
CCCOC(=O)Nc1ccc(N2CCCCC2)cc1	-2%	-6	38	6	92	86	-18%	6	38
COc1ccc(Cn2c(C)c(C)c(C#N)c2NC(=O)Nc2ccc(Cl)cc2)cc1	6%	.	.	-6	35	41	-16%	.	.
CCOc1cccc(-c2nnc3sc(-c4cc(OC)c(OC)cc4OC)nn23)c1	0%	.	.	-4	74	77	0%	.	.
CCSc1nc2c(c(=O)[nH]c(=O)n2C)n1C	0%	14	72	-4	90	94	-6%	-14	72
COc1ccc(C)cc1N(CC(=O)O)S(=O)(=O)c1ccc(C)cc1	-2%	19	156	4	90	86	-14%	-19	156
